Screening data deposited in PubChem BioAssay by National Center for Advancing Translational Sciences (NCATS).
KDM5B inh = KDM5B demethylase inhibition. Potency, µM (doses to about 57.7 µM), for inactives: at the top dose activity change, negative = inhibition, usual class: inhibitors. KDM5B demethylase, FDH-coupled NADH fluorescence (FDH is formaldehyde dehydrogenase). AID 1347165. 220,000 tested, 2.6% active; active means well fitted inhibition curve with a large enough effect; inconclusive means small, poorly fitted or top-dose-only effect; inactive means no such curve, though single readings can be large or run the other way; further: 0% is about no effect; nearly all actives have a fitted effect of over 70% in size
Target sequence (Q9UGL1 whole entry, looked up): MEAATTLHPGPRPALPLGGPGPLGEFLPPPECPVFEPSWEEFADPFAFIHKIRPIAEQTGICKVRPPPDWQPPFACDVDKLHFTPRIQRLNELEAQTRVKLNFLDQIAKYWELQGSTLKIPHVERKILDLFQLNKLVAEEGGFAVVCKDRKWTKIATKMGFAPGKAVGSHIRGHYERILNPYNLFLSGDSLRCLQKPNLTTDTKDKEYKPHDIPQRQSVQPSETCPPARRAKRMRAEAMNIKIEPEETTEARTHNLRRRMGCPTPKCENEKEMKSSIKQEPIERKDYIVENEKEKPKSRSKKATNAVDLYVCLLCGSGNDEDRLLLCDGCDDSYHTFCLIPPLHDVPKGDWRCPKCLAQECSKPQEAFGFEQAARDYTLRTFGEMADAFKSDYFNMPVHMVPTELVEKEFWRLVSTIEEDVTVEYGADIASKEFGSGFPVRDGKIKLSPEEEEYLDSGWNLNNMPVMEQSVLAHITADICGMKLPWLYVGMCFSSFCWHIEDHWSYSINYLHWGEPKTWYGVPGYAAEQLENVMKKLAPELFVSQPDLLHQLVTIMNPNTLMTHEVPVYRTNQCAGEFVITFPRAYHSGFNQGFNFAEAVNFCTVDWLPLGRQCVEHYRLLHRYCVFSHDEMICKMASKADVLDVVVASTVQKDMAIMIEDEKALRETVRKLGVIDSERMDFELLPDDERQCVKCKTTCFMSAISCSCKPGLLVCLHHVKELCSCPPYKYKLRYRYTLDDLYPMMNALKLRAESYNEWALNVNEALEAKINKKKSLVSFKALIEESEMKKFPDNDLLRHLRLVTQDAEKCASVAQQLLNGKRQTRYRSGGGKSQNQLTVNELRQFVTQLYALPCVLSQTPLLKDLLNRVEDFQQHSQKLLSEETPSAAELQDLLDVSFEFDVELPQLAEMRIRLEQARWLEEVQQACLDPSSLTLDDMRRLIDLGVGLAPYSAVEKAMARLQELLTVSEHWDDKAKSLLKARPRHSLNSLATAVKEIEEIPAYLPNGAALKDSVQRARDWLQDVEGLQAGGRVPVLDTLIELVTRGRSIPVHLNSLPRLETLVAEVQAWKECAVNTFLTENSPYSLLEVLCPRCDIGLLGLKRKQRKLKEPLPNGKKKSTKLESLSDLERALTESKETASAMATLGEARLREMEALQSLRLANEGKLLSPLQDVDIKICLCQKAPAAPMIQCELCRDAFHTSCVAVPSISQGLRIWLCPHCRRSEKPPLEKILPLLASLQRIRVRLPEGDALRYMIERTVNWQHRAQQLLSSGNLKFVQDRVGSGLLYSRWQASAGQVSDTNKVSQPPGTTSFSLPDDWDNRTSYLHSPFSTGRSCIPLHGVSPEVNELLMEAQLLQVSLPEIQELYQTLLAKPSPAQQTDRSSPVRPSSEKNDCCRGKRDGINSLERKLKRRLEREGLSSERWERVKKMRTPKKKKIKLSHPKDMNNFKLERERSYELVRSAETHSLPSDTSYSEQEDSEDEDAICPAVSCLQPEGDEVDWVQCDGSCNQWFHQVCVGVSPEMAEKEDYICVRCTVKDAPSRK
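KDM5BΔAP (200 nM final) in 50 mM HEPES pH 7.5, 0.01% Tween-20 was preincubated 10 min at RT with compound over a concentration range. Substrate mix (H3K4me3 12.5 µM, α-KG 25 µM, Fe²⁺, ascorbate, NAD⁺, FDH) was added, and NADH fluorescence change over 30 min gave dose-response curves.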
Starred values were filed as active, the others as inactive; ? = inconclusive; [ ] = remark or other dose. Potency means the concentration at half of the fitted maximal effect. Some of the compounds tested. The share of hits here may be higher or lower than overall.

compound	KDM5B inh
Cc1cccc(-c2cc(C(=O)NCC3CCCO3)c3ccccc3n2)c1 (stereo not drawn)	?
Cc1noc2c(NC3CCN(C)CC3)cc(-c3ccc(F)cc3)nc12	-17%[86.2 µM]
Cc1c(C)c2ccc(OCC(=O)Nc3nc4ccccc4[nH]3)cc2oc1=O	-3%
Fc1ccc(CNCc2ccc(-c3ccccc3)o2)cc1	-27%
CC1(C)CC(CNCc2ccco2)CCO1 (stereo not drawn)	?
Cc1nn(CCCC(=O)Nc2cnn(Cc3ccc(F)cc3)c2)c(C)c1[N+](=O)[O-]	17%
CN(C)C=Nc1nc2c(Br)ccc(Br)c2cc1C(=O)NCC(C)(C)C	16%
CN(CC(=O)Nc1ccc(F)cc1)C(=O)C1CC(=O)N(Cc2ccccc2)C1 (stereo not drawn)	17%
Fc1ccc(-c2noc([C@@H]3CCCN3Cc3ccccc3)n2)nc1	9%[86.2 µM]
O=C(Cn1nc2c(cc1=O)CCCC2)NC1CCN(Cc2ccc(F)cc2)CC1	-9%
COc1ccc(COCC(O)Cn2nc(-c3cc(C)ccc3C)c3ccccc3c2=O)cc1 (stereo not drawn)	-3%
Cc1ccc(S(=O)(=O)CCC(=O)NCCc2ccccc2)cc1	-27%
Cc1ccccc1OCCCn1cnc2c1c(=O)n(C)c(=O)n2C	15%
Cc1oc(-c2cccc(Cl)c2)nc1CS(=O)(=O)CC(=O)NCc1ccccc1Cl	?
CCOC(=O)C(NC(=O)Cc1cc(OC)c(OC)c(OC)c1)C(=O)OCC	27%

compound	KDM5B inh
COc1ccc2c(c1)CN(CC1CCCCC1)CC[C@H]1COC(=O)N21	12%[86.2 µM]
Cc1cccc2c1NC(=O)C2(O)c1c(C)[nH]c2ccccc12 (stereo not drawn)	?
Cc1ccccc1-c1ccnc(-c2nnc(C)n2Cc2ccccc2)c1	12%[86.2 µM]
CN1CCC2(CCC1=O)CN(Cc1cccc(Cl)c1Cl)CCN2C (stereo not drawn)	-23%
Cn1nc(CC(=O)NCc2ccccc2CN2CCOCC2)c2ccccc2c1=O	9%
CCOC(=O)C1CCC(CN(Cc2ccccc2)S(=O)(=O)c2ccc(Br)cc2)CC1 (stereo not drawn)	-15%
COC(=O)c1ccc(OC(=O)c2ccc(OC)cc2)cc1	10%
CC1=C(C(=O)Nc2cccnc2)C(c2ccccc2)n2nc(SCc3ccccc3F)nc2N1 (stereo not drawn)	-38%
CCNc1nc(NCC)nc(N/N=C/c2ccc(O)c(OC)c2)n1	?
O=C1CCC2(CCN(C(=O)c3ccco3)CC2)CN1CC1CCCO1 (stereo not drawn)	-5%
Cc1cc(C)c(OC(=O)c2cnc(C)cn2)c(C)c1	0%
CCCC1CCC(C)CC1O (stereo not drawn)	16%
CC(C)c1ccc(-c2nnn(CCCn3c(=O)c4c(ncn4C)n(C)c3=O)n2)cc1	25%
CCc1nnc(SCc2nc(-c3ccccc3)oc2C)c2cc3sccc3n12	-12%
COc1cc(C(=O)Nc2sc3c(c2C(N)=O)CCC(C)C3)cc(OC)c1OC (stereo not drawn)	-5%

compound	KDM5B inh
COc1ccc(CNC(=O)CCCn2ccc3cc(S(=O)(=O)N4CCCC4)ccc32)cc1	-1%
COC1CN(c2cccc(F)c2)C12CCN(C(=O)CC1CCN(C(C)=O)CC1)CC2 (stereo not drawn)	-28%
CC(=O)Nc1ccc(CNCc2csc(C)n2)cc1	0%
CCCSC(=S)c1c(C)[nH]n(-c2ccccc2)c1=O	?
CN1CCC(Oc2ccc(C(=O)NCCc3ccncc3)cn2)CC1	-18%
CN(C)CCCNC1CCCC1	15%
O=S(=O)(Nc1ccc2cn[nH]c2c1)c1ccccc1C(F)(F)F	6%
Cc1ccc(-n2nc3cc(C)c(NC(=O)c4ccc(Br)o4)cc3n2)cc1	-2%
O=C(Nc1ccc([C@H]2OCC(=O)N(Cc3ccccc3)[C@@H]2CO)cc1)c1ccc2c(c1)OCO2	-15%
CCN(CC)C(=N)/C(C#N)=N/Nc1ccccc1	24%
O=S(=O)(NCCc1ccc(Cl)cc1)c1ccc(N2CCCCS2(=O)=O)cc1	-19%
CCN1C(=O)C2CC3(CCN(C(=O)c4nccn4C)CC3)CN2C1=O (stereo not drawn)	0%
COc1ccc(C(=O)N2CCC(C(=O)N(C)Cc3ccc(C)cc3C)CC2)c2ccccc12	-9%
O=C(CN1CCCC(c2nc3ccccc3o2)C1)NCC(F)(F)F (stereo not drawn)	8%
Cc1ccc(C)c(/C=C/C(=O)c2ccc(O)cc2)c1	-12%

A second format for part of the listing above.
> COc1ccc(CNC(=O)CCCn2ccc3cc(S(=O)(=O)N4CCCC4)ccc32)cc1
  KDM5B inh: -1%
> O=S(=O)(NCCc1ccc(Cl)cc1)c1ccc(N2CCCCS2(=O)=O)cc1
  KDM5B inh: -19%
> Cc1ccc(C)c(/C=C/C(=O)c2ccc(O)cc2)c1
  KDM5B inh: -12%
> CC(=O)Nc1ccc(CNCc2csc(C)n2)cc1
  KDM5B inh: 0%

Further entries follow.
compound	KDM5B inh
COc1ccc(-n2c(=O)c3c4c(sc3n(Cc3ccccc3)c2=O)CN(C(C)=O)CC4)cc1OC	-12%
CN(C)c1cccc(-c2cnc3[nH]cc(CC(=O)N4CCOCC4)c3c2)c1	-29%[86.2 µM]
CCCCCn1c(=O)[nH]c2cc(C(=O)NCc3ccc(OC)cc3)ccc2c1=O	-6%
COc1cccc(C(=O)NCC(C)C)c1	-6%
O=S(=O)(NCCSc1nnnn1-c1ccccc1)c1ccc(F)cc1	-8%
CCOP(=O)(c1ccc(N(C)C)cc1)C(O)c1ccncc1 (stereo not drawn)	-19%
O=C(Cc1ccc(F)cc1)N1CCC2(CC1)N=C(c1ccc(Cl)cc1)NO2	?
O=C(c1cccc(-c2ncc[nH]2)c1)N1CCCC(O)(CN2CCCC2)C1 (stereo not drawn)	-27%
CC(O)c1cc2n(n1)CCN(C(=O)C1(c3ccc(Cl)cc3)CCC1)C2 (stereo not drawn)	17%
CC(C)c1cccc(NC(=O)c2n[nH]c(=O)c3ccccc23)c1	6%
O=C(CSc1ncc(-c2ccccc2)o1)NCC1CC1	1%
COc1ccc(N2CCN(Cc3cccn3-c3nnc(N4CCN(C5CCCCC5)CC4)s3)CC2)cc1	-23%
CCC1=C(C(=O)OC)C(c2ccc(C)cc2C)N2C(CC(=O)Nc3ccc(OC)cc3)=CSC2=N1 (stereo not drawn)	-5%
CC(NC(=O)Cc1cccs1)C1CCCO1 (stereo not drawn)	9%
CNC(=O)Nc1ccc(C)n(CC(=O)N2CCN(c3cccc(Cl)c3)CC2)c1=O	?

compound	KDM5B inh
O=C(Cc1ccc(NC(=O)N2CCCCc3ccccc32)cc1)NCc1cccc(Br)c1	-11%
CCCCSCCCNC(=O)c1cc(-c2cccnc2)nc2ccc(S(=O)(=O)N3CCC(C)CC3)cc12	-6%
FC(F)(F)c1ccc(N2C3CCC2CN(Cc2ccc(-c4ccccc4)cc2)C3)cc1	-6%
O=C(NCc1ccccc1)N1CC(n2cc(C(=O)N3CCOCC3)nn2)C1	-23%
O=C1CCN(C(=O)c2ccc3ccccc3n2)CCCCCCN1	0%
CCOC(=O)C1CCCN(C(=O)Cc2ccc(N(Cc3cccc(F)c3)C(=O)c3ccco3)cc2)C1 (stereo not drawn)	?
Cc1cccc(/C=N/NC(=O)c2ccc(-c3ccccc3)cc2)c1	21%
Cc1cc(SCC(=O)NCCC#N)nc2ccccc12	-4%
CCCCOc1cccc(C(=O)Nc2ccc(OC)c3ncccc23)c1	-3%
O=C(N1CCN([S+](=O)([O-])c2ccccc2)CC1)N1CC2CC(C1)[C@H]1CCCC(=O)N1C2 (stereo partly drawn)	17%
CCOc1ccc(NC(=O)Cn2cc(C(=O)c3ccc(C)cc3)c(=O)c3cc4c(cc32)OCO4)cc1	?
CN(CC1CCOCC1)C(=O)c1ccsc1	-4%
COC(=O)Cn1c(=NC(=O)c2ccc3c(c2)OCCO3)sc2ccccc21	?
Cc1ccccc1NS(=O)(=O)c1ccc(C(=O)NN2CCCCC2)cc1	19%
C/C(=N\OC(=O)c1cc(-c2ccc(C)c(C)c2)nc2ccccc12)C(C)(C)C	9%

Part of the list above in a different format:
KDM5B inh	Structure
?	CCOc1ccc(NC(=O)Cn2cc(C(=O)c3ccc(C)cc3)c(=O)c3cc4c(cc32)OCO4)cc1
-4%	CN(CC1CCOCC1)C(=O)c1ccsc1
?	COC(=O)Cn1c(=NC(=O)c2ccc3c(c2)OCCO3)sc2ccccc21
19%	Cc1ccccc1NS(=O)(=O)c1ccc(C(=O)NN2CCCCC2)cc1

Part of the list above in another layout.
COc1ccc(-n2c(=O)c3c4c(sc3n(Cc3ccccc3)c2=O)CN(C(C)=O)CC4)cc1OC
  KDM5B inh: -12%

CN(C)c1cccc(-c2cnc3[nH]cc(CC(=O)N4CCOCC4)c3c2)c1
  KDM5B inh: -29%[86.2 µM]

The list continues:
SMILES	KDM5B inh
COc1cccc(C(C)NC(=O)Cc2ccccc2C)c1 (stereo not drawn)	10%
COc1cc(-c2ccnc3nc(-c4cccs4)nn23)cc(OC)c1OC	14µM*
Cc1cc(C(=O)N2CCC(c3nccn3Cc3ccncc3)CC2)c(C)o1	-29%
CN1CC(=O)N(C2CCCNCC2)Cc2c(NC3CCC3)ncnc21 (stereo not drawn)	-29%[149 µM]
O=c1cc(CSc2ccc3ccccc3n2)nc2ccccn12	137%[activator]
O=C(Cc1c[nH]c2ncc(-c3ccccc3)cc12)N1CCN(c2ccccn2)CC1	?
O=C(Cn1cc(C(=O)C2CC2)c2ccccc21)Nc1ccccc1Cl	-15%
COc1cc(NS(=O)(=O)c2ccc3[nH]c4c(c3c2)CCCC4)cc(OC)c1OC	?
COc1cccc2cc(-c3nnc(Nc4c(F)cccc4F)s3)c(=O)oc12	-2%
C[C@@H](NC(=O)c1ccccn1)c1onc(-c2ccc(Cl)cc2)c1C(=O)O	-13%[86.2 µM]
O=C(C1CN(c2ccc(Cl)cc2)C(=O)N1)N1CCN(Cc2ccccc2)CC1 (stereo not drawn)	-7%
COc1ccc(-c2c(C)oc3cc(OCc4ccccc4)ccc3c2=O)cc1OC	-11%
O=C(CCS(=O)(=O)c1nc(-c2ccc3c(c2)OCO3)cc(C(F)(F)F)n1)Nc1ccccc1F	?
O=C(C1CCc2nnc(-c3ccc(Cl)cc3Cl)n21)N1CCN(c2ncccn2)CC1 (stereo not drawn)	?
COc1cc(NC(=O)NCCN2CCN(c3ccccc3)CC2)cc(OC)c1OC	8%
COc1ccc(C(CNC(=O)CN2CCNC(=O)C2)c2c[nH]c3ccccc23)cc1 (stereo not drawn)	-12%
Cc1sc2c(c1C)c1nc(-c3ccco3)nn1c(=O)n2Cc1ccccc1	9%
CC(=O)c1ccc(NC(=O)c2ccccc2SC(C)C)cc1	3%
O=C(CC1(O)C(=O)N(C/C=C/c2ccccc2)c2ccccc21)c1ccccc1 (stereo not drawn)	2%
NC(=O)c1ccccc1OC/C=C/c1ccccc1	-11%
Cc1nc(C23CC4CC(CC(C4)C2)C3)co1	-25%
COC(=O)c1ccc(CN2C(=O)[C@@H]3C[C@@H](O)CN3C3(CN(Cc4ccc(C(F)(F)F)cc4)C3)C2=O)cc1	6%
Cc1ccc(C(=O)N2CCCc3nc(C)nc(-c4ccc(O)cc4)c3C2)cc1	14%
COC(=O)C1CN(Cc2ccc(Cl)cc2)CCS(=O)(=O)N1Cc1cn(Cc2ccc(Cl)cc2)nn1 (stereo not drawn)	7%
Cc1cn2nnc(C(=O)NCCCc3ccccc3)c2c(=O)[nH]1	-12%

SMILES	KDM5B inh
COCC(=O)N1CCCC(c2noc(COC)n2)C1 (stereo not drawn)	-6%
Cc1ccc(Cl)cc1NC(=O)Cn1ccn2nc3c(c2c1=O)CCCCC3	?
CN1Cc2nc(NCc3ccccc3)ccc2OCC1=O	?
CCCc1noc(-c2cccn3c(CNC(=O)C4CCCC4)nnc23)n1	28µM*
CC(C)CC(NC(N)=O)C(=O)NCc1ccc(C(F)(F)F)cc1 (stereo not drawn)	-13%
COc1ccc(S(=O)(=O)Oc2ccc3cc(-c4ccccc4)c(=O)oc3c2)cc1	-19%
Cc1cc(C)cc(OCCNC(=O)Cn2nc(C)c3ccccc3c2=O)c1	24%
CCC1COCCN1C(=O)c1coc(COc2ccc3c(c2)OCO3)n1 (stereo not drawn)	?
COc1ccc2cc(CN3CCNC(=O)C3C)c(-c3cccs3)nc2c1 (stereo not drawn)	?
N#CC(C(=O)CCc1ccccc1)C(=O)NC1CCCCC1 (stereo not drawn)	-6%
Clc1ccc(OCc2ccc(-c3nc(-c4ccc(Br)o4)no3)o2)cc1	-13%
COc1ccc(-c2cc(C(F)(F)F)nc(SCC(=O)NCCc3ccc(OC)c(OC)c3)n2)cc1	-20%
Cc1cccc(N(C)C(=O)CSc2nc3ncccc3o2)c1	11%
N#Cc1cccc(CN2CCC(c3nc4ccc(F)cc4c(=O)[nH]3)CC2)c1	-1%
COc1ccc(OCC(=O)Nc2nonc2C)cc1	12%
CCC1Oc2ccc(NC(=O)Nc3cccc(OC)c3)cc2CN(Cc2ccc3c(c2)OCO3)C1=O (stereo not drawn)	?
Cc1ccc2c(c1)C(=O)C(=O)N2CCOc1ccccc1C	-15%
Cc1ncsc1CN1C[C@@H](NC(=O)c2cccnc2)C[C@H]1CO	?
CN(C)CCNc1ncnc2c1cnn2-c1cccc(Cl)c1	?
CCC(Oc1ccccc1)C(=O)Nc1ccccc1C(=O)N1CCN(C)CC1 (stereo not drawn)	18%
CCc1ccc(NS(=O)(=O)c2c(C)nc3sc(CC)nn3c2=O)cc1	?
Cc1ccc(NC(=O)COC(=O)c2ccc3c(c2)OCO3)c(C)c1	-3%
